HepG2 tox = counter-screen for TGF-b inhibitors: cytotoxicity in HepG2 cells; HepG2 CAGA-GFP viability, ATP luminescence, 18 h; Potency, µM (series often up to 46.1 µM), for inactives: at the highest dose activity change, negative = cytotoxicity, actives largely listed as cytotoxic; actives 0.76% (n = 410,000); AID 588856; also: potency is read from the fitted curve at half-maximal effect; some results filed as inactive show a strong effect at the top dose
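HepG2 CAGA-GFP cells (1000/well, DMEM with 1% FBS) received compound, then TGF-beta at 500 pg/mL final, and were incubated 18 hours at 37 degrees C. Viability was read by CellTiter-Glo luminescence. Media-only wells were set as complete cell-killing and DMSO as no toxicity.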
Mm-Cpn inhibitor = inhibitors of Methanococcus maripaludis chaperonin (MmCpn); purified Mm-Cpn ATPase, ADP Transcreener TR-FRET; Potency, µM (titrated, usually from 76.9 µM), without a hit: top-dose activity, negative = inhibition, hits mostly inhibitors; actives 0.031% (n = 330,000); AID 504842; also: potency is read from the fitted curve at half-maximal effect; % is scaled to controls: 0 for no effect and ±100 for the full control effect; nearly all actives have a fitted effect of over 80% in size
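Measured: ADP formation by purified Mm-CPN. Conditions: 25 nM protein, 10 uM ATP, Tris pH 7.4 with Mg2+, K+ and DTT, 37°C for 30 min. Detection: Transcreener HTRF after 30 min at room temperature.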
S2 tox = cell viability loss in ATXN counter-screen; S2 cells (HEK-293 line with an ATXN2-luciferase reporter) viability, CellTiter-Fluor protease fluorescence, 24 h; Potency, µM (doses to about 56.7 µM), most hits filed as cytotoxic; actives 0.49% (n = 400,000); AID 651635; also: potency is read from the fitted curve at half-maximal effect; nearly all actives have a fitted effect of over 40% in size
A549 tox = A549 cytotoxicity, counter-screen for Nrf2 inhibitors; A549 ARE-Fluc cells, CellTiter-Fluor viability, 18-24 h; Potency, µM (series often up to 46 µM), for the others: at the top dose activity change, negative = cytotoxicity, most hits filed as inhibitors; actives 0.16% (n = 390,000); also: potency is read from the fitted curve at half-maximal effect; % is scaled to controls: 0 for no effect and ±100 for the full control effect
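A549 ARE_Fluc cells in 5% FBS OPTI-MEM were exposed to compounds in concentration-response for 18-24 h at 37 deg C. Viability was read by CellTiter-Fluor fluorescence (Ex 405/Em 525) after 30 min, before the luciferase read.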
pAkt inh = inhibitors of Akt phosphorylation | Neuro2A IGF-stimulated pAkt S473 HTRF, 20 min; stronger effect = lower value | activity change, % for hits at 50 µM | actives 0.32% (n = 360,000) | AID 651550; in the data active = activity change below about -80%; inconclusive = mostly about -51% to -80%; also: % is scaled to controls: 0 for no effect and ±100 for the full control effect
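Neuro2A cells in DMEM with 0.5% FBS, overnight at 37 deg C, given compound at single 50 µM final, then IGF (6 nM final) for 20 min at 37 deg C. Lysed; phospho-Akt Ser473 by HTRF after 24 h, 665/615 ratio.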
Nrf2 block = blocks Nrf2 signaling. A549 ARE-Fluc reporter, luciferase luminescence, 18-24 h. Potency, µM (top dose mostly 46 µM), inactives show at the highest dose activity change, negative = inhibition, actives largely listed as inhibitors. actives 2.1% (n = 360,000). AID 504444; also: potency is read from the fitted curve at half-maximal effect; % is scaled to controls: 0 for no effect and ±100 for the full control effect; nearly all actives have a fitted effect of over 60% in size
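Reporter: ARE-Fluc in A549. Exposure: 18-24 h, 37 °C, 5% CO2, 5% FBS OPTI-MEM. Readouts: fluorescent cytotoxicity (CellTiter-Fluor), then luminescent Nrf2 signal after BugLite.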
TGFb inhibitor = blocks TGF-b signaling; HepG2 CAGA-GFP TGF-b/SMAD3 reporter, GFP fluorescence, 18 h; TGF-beta stimulated, 500 pg/mL final; actives 1.2% (n = 410,000); Potency, µM (doses to about 46.1 µM), for the others: at the top dose activity, negative = inhibition, most hits filed as inhibitors; also: potency is read from the fitted curve at half-maximal effect; % is scaled to controls: 0 for no effect and ±100 for the full control effect; nearly all actives have a fitted effect of over 65% in size
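First, reporter cells (HEPG2 CAGA-GFP) rested 2 h at 37 degrees C. Next, compounds were pinned in and TGF-beta added to 500 pg/mL final. After 18 h, GFP was imaged per cell and summed per well.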
CCT chaperon mod = modulators of cytosolic chaperonin (CCT/TRiC) activity | purified chaperonin ATPase assay, HTRF ADP detection, 30 min | activity change, % (no concentration beside the values), hits read low | actives 0.3% (n = 360,000) | AID 651819; in the data active = activity change below about -30%; also: % is scaled to controls: 0 for no effect and ±100 for the full control effect
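TRiC at 40 or 20 nM final (batch-dependent) in 30 mM Tris pH 7.4, 100 mM KCl, 5 mM MgCl2, 1 mM DTT, with compound at single 76 uM and 10 uM ATP, 30 min at 37 deg C. ADP detected by HTRF Transcreener, 665/615 ratio.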
Nrf2 activator = activators of Nrf2 (ARE) signaling. actives 0.31% (n = 410,000). AID 624171. Potency, µM (highest dose often 46.1 µM), inactives show at the highest dose activation, usual class: activators. AREc32 ARE-luciferase reporter (MCF7-derived line), luminescence, 24 h; also: potency is read from the fitted curve at half-maximal effect; % of control where 0% means no effect; nearly all actives have a fitted effect of over 65% in size
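Each well held 1000 AREc32 cells, which were incubated with compound for 24 hr at 37 deg C after overnight attachment, and ARE reporter activity was quantified by firefly luciferase luminescence.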
* = called active by the depositor; i = inactive; ? = inconclusive; . = not tested or not shown; [ ] = remark or other dose. Unless noted, calls follow the shape of the dose curve; as a rule, active = well fitted curve in the direction sought with a large enough effect; inconclusive = small, poorly fitted or top-dose-only effect, or another doubt; inactive = no such curve, though single readings can be large; an effect the other way counts as inactive or inconclusive. The order is random (roughly 4.4% active in at least one column).

SMILES	HepG2 tox	Mm-Cpn inhibitor	S2 tox	A549 tox	pAkt inh	Nrf2 block	TGFb inhibitor	CCT chaperon mod	Nrf2 activator
CSc1nnc(-c2ccccc2)o1	2%	0%	i	7%	i	2%	1%	-3.5	0.0%
CCOC(=O)c1nn(-c2ccc(C)cc2)c2nc(Nc3ccccc3)cc(=O)n12	1%	2%	i	-8%	i	-19%	-5%	-2.6	1.7%
COC(=O)CCC(=O)Nc1ccccc1C(N)=O	5%	-3%	i	-3%	i	-18%	24%	-0.7	-0.1%
O=c1n(-c2ccccc2)c(=O)n2n1CC(O)C2	3%	-2%	i	0%	i	-4%	6%	1.5	-0.1%
Cc1oc2c(CN3CCCC(C)C3)c(O)ccc2c(=O)c1-c1ccccc1 (configuration not stated)	-6%	-6%	i	1%	i	2%	4%	1.1	-0.7%
COC(=O)c1ccccc1NC(=O)COc1ccc2c(c1)OCO2	0%	2%	i	9%	i	14%	?	-3.7	0.2%
OCC1(CCc2ccccc2)CCN(Cc2cc(Cl)ccc2O)CC1	-20%	-2%	i	0%	i	7%	-1%	-3.3	4.5%
CN(C)Cc1c(OC(=O)c2ccc(N)cc2)ccc2ccccc12	-14%	.	i	2%	i	2%	-1%	0.3	4.9%
N/C(=N\OC(=O)C12CC3CC(CC(C3)C1)C2)c1cccnc1	-23%	-1%	i	-1%	i	?	?	0.4	3.1%
Cc1cccc(CN2CCN(C(=O)c3ccccc3F)CC2)c1	15%	1%	i	1%	i	3%	-3%	-1.5	-0.2%
O=C(C1CC(=O)N(c2ccc3c(c2)OCCO3)C1)N1CCN(c2cccc(C(F)(F)F)c2)CC1 (configuration not stated)	-24%	-1%	?	-8%	i	?	?	-0.1	-0.3%
CCN1C(=O)/C(=C\N2CCN(c3ccc(F)cc3)CC2)SC1=S	-14%	-4%	i	-6%	i	?	23%	-3.0	-0.1%
O=C(Nc1nnc(SCc2cc(=O)c3ccccc3[nH]2)s1)c1ccccc1	0%	.	i	-12%	.	.	-4%	.	11%
O=C(Nc1ccc(C(F)(F)F)cc1)C1(c2ccccc2)CC1	-22%	3%	i	3%	i	10%	5%	-0.8	0.4%
Cn1c(N)c(C(=O)c2cc(-c3ccccc3)nc3ccccc23)c(=O)n(C)c1=O	-1%	1%	?	3%	i	.	0%	0.6	-0.1%
COc1ccc(Cl)cc1-n1nnc(-c2nc(-c3ccc4c(c3)OCO4)no2)c1C	-5%	.	.	5%	.	-26%	.	.	-0.5%
CCOc1ccc(-c2cc(C(=O)NCc3ccccc3)[nH]n2)c(C)c1	-25%	.	i	.	i	.	1%	-0.1	3.3%
COc1cc(OC)cc(C(=O)N[C@H](C(=O)OCC(=O)NC(=O)NC(C)(C)C)C(C)C)c1	3%	0%	i	6%	i	0%	-11%	0.6	-0.9%
CCC(=O)c1c[nH]c(C(=O)NCc2ccccc2OC)c1	7%	2%	i	9%	i	-9%	16%	-13	-0.3%
COc1ccc(C2CC(c3ccccc3Cl)=NN2c2ccc(S(N)(=O)=O)cc2)cc1 (configuration not stated)	-91%	-8%	.	15%	i	?	?	-2.3	-1.2%
O=C1C2CCCCC2C(=O)N1c1cccc(OS(=O)(=O)c2ccccc2)c1 (configuration not stated)	-22%	1%	i	-1%	i	7%	-2%	-4.9	-0.2%
Cn1c(SCC(=O)NC(=O)NCc2ccco2)nnc1C(F)(F)F	-50%	2%	i	2%	i	-18%	?	-3.0	0.6%
CC(C)c1ccc(S(=O)(=O)N2CCN(C(=O)CCc3nc4ccccc4c(=O)[nH]3)CC2)cc1	3%	.	i	.	i	.	-1%	-0.1	-0.3%
CCNc1nc(SCC(=O)OC)nc(N2CCOCC2)n1	-16%	0%	i	15%	i	3%	8%	-2.4	0.1%
O=C(c1cc(-c2ccccn2)nc2c(Cl)cccc12)N1CCN(S(=O)(=O)c2ccccc2)CC1	-1%	?	i	-12%	i	6%	8%	0.7	14%
O=C(C1CCCN1S(=O)(=O)c1ccc(Cl)c(Cl)c1)N1CCCCC1 (configuration not stated)	-23%	0%	i	-2%	i	5%	-10%	-2.0	-0.7%
Cc1ccc2cc(CN(c3cccc(C)c3C)S(=O)(=O)c3ccccc3)c(=O)[nH]c2c1	-14%	-5%	i	-10%	i	-6%	-24%	-0.9	-0.6%
O=C(COC(=O)Cc1ccc(Br)cc1)Nc1ccc(Cl)cn1	-9%	0%	i	-1%	i	9%	0%	-2.1	-0.7%
CC(Oc1ccccc1F)c1ccnc2nc(/N=C/N(C)C)nn12 (configuration not stated)	2%	2%	i	-6%	i	2%	1%	-7.1	1.0%
CC(C)=C(NC(=O)c1ccccc1)C(=O)NCCc1nc2ccccc2[nH]1	8%	0%	i	-3%	i	18%	-1%	-1.4	-0.5%

3 entries out of the list, sorted by molecular weight, falling.
SMILES	HepG2 tox	Mm-Cpn inhibitor	S2 tox	A549 tox	pAkt inh	Nrf2 block	TGFb inhibitor	CCT chaperon mod	Nrf2 activator
O=C(C1CC(=O)N(c2ccc3c(c2)OCCO3)C1)N1CCN(c2cccc(C(F)(F)F)c2)CC1 (configuration not stated)	-24%	-1%	?	-8%	i	?	?	-0.1	-0.3%
O=C1C2CCCCC2C(=O)N1c1cccc(OS(=O)(=O)c2ccccc2)c1 (configuration not stated)	-22%	1%	i	-1%	i	7%	-2%	-4.9	-0.2%
CC(Oc1ccccc1F)c1ccnc2nc(/N=C/N(C)C)nn12 (configuration not stated)	2%	2%	i	-6%	i	2%	1%	-7.1	1.0%

Next part:
SMILES	HepG2 tox	Mm-Cpn inhibitor	S2 tox	A549 tox	pAkt inh	Nrf2 block	TGFb inhibitor	CCT chaperon mod	Nrf2 activator
CS(=O)(=O)N(CC(=O)NCCSCc1cccc(Cl)c1)c1ccc2c(c1)OCO2	0%	-1%	i	1%	i	.	10%	-0.2	2.2%
CNC(=O)c1cnc2sc(N3CCCCCC3)nn2c1=O	6%	.	.	9%	.	?	0%	.	4.2%
O=S(=O)(c1ccccc1Br)N1CCN(c2ncccn2)CC1	13%	2%	i	1%	i	5%	0%	-3.4	-0.7%
CCN1CCc2c(sc(NC(=O)COc3ccccc3)c2C(=O)OC)C1	-22%	2%	i	3%	i	?	14%	0.1	4.1%
O=C(NCc1cccc(Cl)c1)c1ccc2c(c1)nc1n2CCOC1	6%	.	.	-7%	.	.	-3%	.	0.4%
CCC(Sc1nc2nccnc2c(=O)n1Cc1ccccc1Cl)C(=O)NC1CCCCC1 (configuration not stated)	-20%	.	.	0%	.	11%	?	.	7.6%
CCn1c(SCC(=O)N/N=C/c2ccc(C)o2)nnc1-c1ccccc1	6%	2%	i	-2%	i	9%	25%	1.8	-0.5%
COc1ccc(S(=O)(=O)N(CC(=O)NCC2CCCO2)c2ccccc2)cc1OC (configuration not stated)	3%	0%	i	5%	i	20%	0%	2.4	-0.3%
Cc1cc2c(N=NC(=O)CCc3ccccc3)c(O)[nH]c2cc1Br	-1%	0%	i	0%	i	-7%	9%	1.0	-0.4%
Cc1cc(C2C(C#N)=C(N)SC(N)=C2C#N)c(C)s1	6%	-14%	i	-14%	i	4%	29%	0.0	11%
O=C(NCCCN=C1NS(=O)(=O)c2ccccc21)c1ccncc1	-2%	-1%	i	8%	i	.	3%	1.6	0.2%
CCOc1ccc(NC(=O)[C@@H](NC(=O)c2ccco2)C(C)C)cc1	14%	1%	i	-1%	i	1%	-1%	0.6	2.6%
COc1cc(C(=O)COC(=O)c2ccncc2)cc(OC)c1OC	4%	-23%	i	10%	i	5%	8%	-3.0	-0.2%
COc1ccc(-c2nnc(NC(=O)c3ccc(S(=O)(=O)N4COCC4(C)C)cc3)o2)cc1	-1%	3%	i	-21%	i	18µM*	-2%	1.3	-0.1%
CCCC(CCC)C(=O)Nc1ccc2c(c1)N(C(=O)CN1CCN(C)CC1)c1ccccc1CC2	-25%	0%	i	-13%	i	16%	-23%	0.6	-0.4%
CS(=O)(=O)Nc1ccc(C(=O)NCCSc2ccc(Cl)cc2)cc1	0%	1%	?	1%	i	-2%	12%	1.6	0.2%
CSc1ccc(/C=C/c2nc3ccccc3n2S(=O)(=O)c2cccc(Cl)c2)cc1	-96%	.	i	-5%	.	-6%	-6%	.	-3.3%
CCc1ccc(OCC(=O)O/N=C(\N)Cc2ccc([N+](=O)[O-])cc2)cc1	-33%	0%	i	-11%	i	-7%	?	0.4	2.2%
CC(=O)c1cc(C#N)c(SCC(=O)O)nc1C	1%	-5%	i	13%	i	3%	-1%	2.9	-0.4%
CCc1nnc(NS(=O)(=O)c2ccc(NC(=S)NC(=O)c3ccc(F)cc3)cc2)s1	-2%	0%	?	2%	i	-8%	-3%	0.3	-0.3%
CCCCOc1ccc(-c2nnc(-c3ccncc3)o2)cc1	-36%	0%	i	6%	i	?	-4%	1.4	2.6%
CCCn1c(SCC(=O)Nc2nc(-c3ccc(OC)cc3)cs2)nc2c1c(=O)n(C)c(=O)n2C	-2%	?	i	35%	i	14%	1%	3.0	2.6%
CCN(CC)CCOC(=O)c1ccc(Nc2c3c(nc4ccccc24)CCC3)cc1	-39%	.	20µM*	?	.	5%	?	.	3.5%
CC(C)c1onc(C(=O)N(C)Cc2ccccc2)c1[N+](=O)[O-]	-4%	-3%	i	0%	i	14%	9%	-2.3	5.4%
CCN(Cc1ccccc1)C(=O)Cn1c(=O)n(Cc2ccccc2)c(=O)c2c1c1cc(OC)ccc1n2C	-10%	.	i	-8%	.	-1%[9.27 µM]	1%	.	-0.3%
Cc1nn(C(=O)c2cccs2)c(C)c1CN1C(=O)c2ccccc2C1=O	7%	0%	?	-2%	.	1%	29%	0.9	0.2%

Screening data as filed in PubChem BioAssay.
